# Screens as filed in PubChem.
# inhibitors of VEEV: inhibitors of VEEV TC-83 cytopathic effect, confirmation, Vero cells (AID 588727) | Vero cells, VEEV TC-83 cytopathic effect inhibition; higher % means a stronger effect | one-dose inhibition, % at 20 µM; IC50 in µM for titrated hits | 0.13% of 350,000 active; in the data active = a potency from the dose series; inconclusive = inhibition mostly from about 14% at the one dose, without a potency; inactive = the rest, 99 in 100 with inhibition below about 12%; note: strong numbers were not always called active
# influenza NS1A: NS1A inhibition, H1N1 influenza, cell based functional assay (AID 504329); NS1A functional cell-based assay, percent inhibition; higher % means a stronger effect; inhibition, % at 12.5 µM, or IC50 in µM where a hit was titrated; 0.3% of 340,000 active; in the data active = a potency from the dose series; inconclusive = inhibition above about 27% without an active follow-up result; note: strong numbers were not always called active
# PhoP GFP inhibition: PhoP regulon inhibitors, Salmonella typhi PhoP promoter GFP reporter, confirmatory (AID 1850); one-dose inhibition, % at 50 µM; IC50 in µM for titrated hits; Salmonella Typhi PhoP-promoter GFP reporter, fluorescence, 4 h; higher % means a stronger effect; 0.33% of 310,000 active; in the data active = a potency from the dose series; inconclusive = inhibition mostly from about 25% at the one dose, without a potency; inactive = the rest, 99 in 100 with inhibition below about 19%;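 note: 0% = induced wells with vehicle and 100% = uninduced wells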
# M. tuberculosis: growth inhibition of non-replicating M. tuberculosis (AID 488890) | Mycobacterium tuberculosis non-replicating, growth inhibition; higher % means a stronger effect | inhibition, % at 25 µM; hits with a dose series show IC50 in µM | 0.39% of 320,000 active; in the data active = a potency from the dose series; inconclusive = inhibition mostly from about 82% at the one dose, without a potency; inactive = the rest, 99 in 100 with inhibition below about 76%;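 note: plate controls were DMSO cells for no effect and high antibiotic wells for full effect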
# H37Rv inhibition: M. tuberculosis growth inhibition, HTS (AID 449762); inhibition, % at 25 µM; hits with a dose series show IC50 in µM; M. tuberculosis H37Rv growth inhibition, 7H9 media; higher % means a stronger effect; 0.59% of 330,000 active; in the data active = a potency from the dose series; inconclusive = inhibition above about 70% without an active follow-up result;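 note: bacterial growth assessed after seven days of incubation; strong numbers were not always called active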
# inhibitors of VEEV 10K pilot screen: further read-out of inhibitors of VEEV, marked with its call; inhibition, %; measured here: 10K pilot screen inhibition
# * = called active by the depositor; i = inactive; ? = inconclusive; / = no result given.
SMILES,inhibitors of VEEV,influenza NS1A,PhoP GFP inhibition,M. tuberculosis,H37Rv inhibition,others
Cc1ccc(S(=O)(=O)N2CCN(c3ncnc4sccc34)CC2)cc1C,5.0%,-10.1%,/,/,/,
COc1ccc(C(=O)OCC[N+]2(C)CCCCC2)cc1,0.6%,-9.1%,4.0%,-2.9%,-0.9%,
CC(CCc1ccccc1)NC(=S)NC(=O)c1ccco1 (stereo unspecified),1.3%,-2.2%,-12.9%,68.2%,0.6%,
CCOC(=O)/C(C#N)=C/C1=C(N2CCOCC2)C(C)(C)OCC1,3.1%,1.0%,5.6%,-16.3%,-4.5%,
CN1CCN(S(=O)(=O)c2ccc(NC(=O)c3ccc([N+](=O)[O-])cc3)cc2)CC1,0.1%,-8.4%,0.0%,7.4%,0.2%,
COC(=O)/C(NC(C)=O)=C(\C)c1ccc(Cl)cc1,0.3%,-3.1%,3.7%,-7.2%,-2.4%,
CC(NC(=O)c1ccc(OC2CCN(S(=O)(=O)N(C)C)CC2)cc1)C1CC1 (stereo unspecified),1.2%,-9.1%,-5.5%,-12.2%,-10.0%,
O=C1COc2ccc(C(=O)CSc3nc4ccccc4c(=O)n3-c3ccc(Cl)c(Cl)c3)cc2N1,2.5%,-4.4%,-8.4%,5.4%,?,
Cc1ccc(S(=O)(=O)CC(N)=O)cc1,0.3%,6.2%,-4.2%,-21.7%,-10.4%,
CC1(c2nnc(Cc3ccccc3)o2)CC(c2ccc(Cl)cc2)=NO1 (stereo unspecified),i,6.5%,-0.6%,11.7%,-1.8%,
COc1ccc(C(=O)CNc2ccccc2CO)cc1,2.8%,8.1%,3.0%,26.8%,8.3%,
Cc1ccc(NC(=O)Cn2ccc([N+](=O)[O-])n2)cc1C,i,-2.8%,3.9%,-10.2%,-2.1%,
O=C(CN1CCOCC1)Nc1nc2ccc(Cl)cc2s1,i,1.0%,-4.7%,6.6%,1.1%,
COc1ccccc1C(=O)NC(=O)COC(=O)C1(C)CC1(Cl)Cl (stereo unspecified),0.2%,-4.8%,1.2%,-7.8%,-12.8%,
O=C(/C=C/c1cccc([N+](=O)[O-])c1)Nc1ccc(NC(=O)c2cccs2)cc1,i,-3.5%,-8.1%,-14.1%,7.5%,
O=C(C1CCN(S(=O)(=O)c2c(Cl)cccc2Cl)CC1)N1CCCC1,1.3%,1.3%,/,-11.9%,5.8%,
O=C(CCc1nnc2ccc(NCc3ccco3)nn12)Nc1ccccn1,3.5%,-0.1%,0.8%,1.9%,3.8%,
CC(C)CNC(=O)[C@H](Cc1ccccc1)NC(=O)c1cccs1,i,1.7%,10.8%,-3.6%,5.1%,
O=c1[nH]c(CN2CCN(c3ccccc3O)CC2)nc2ccccc12,4.6%,-14.1%,-4.5%,48.5%,-5.9%,
O=C(c1cc2ccccc2oc1=O)N(Cc1ccccc1)C1CCS(=O)(=O)C1 (stereo unspecified),0.9%,21.5%,0.4%,-3.6%,-0.9%,
Cc1ccccc1Nc1nnc(C)c(=O)[nH]1,1.0%,11.7%,-8.2%,-7.3%,-6.8%,
Cc1cc(C)nc(N(C#N)Cc2cccc3ccccc23)n1,0.5%,2.8%,4.9%,25.1%,-0.7%,
O=C(CNS(=O)(=O)c1ccccc1)NCC(=O)OCc1ccc(Br)cc1,0.5%,-8.5%,1.3%,6.0%,-2.6%,
CC(=O)Nc1ccc(S(=O)(=O)NCCc2csc(C)n2)cc1,i,0.8%,-12.3%,-0.2%,6.2%,
C=CCSc1nnc2c(n1)[nH]c1c(C)cccc12,1.6%,-2.7%,-9.5%,28.1%,-4.7%,
O=C(CCCn1c(SCC(=O)NCCc2ccccc2)nc2ccccc2c1=O)NCC1CCCO1 (stereo unspecified),0.8%,-2.5%,6.8%,59.4%,2.2%,
COc1ccccc1-n1c(SCC(=O)N2CCc3ccccc32)nc2c(c1=O)SCC2,9.3%,3.3%,-2.4%,8.3%,1.9%,inhibitors of VEEV 10K pilot screen=8.3
O=C(CC1SC(N2CCCC2)=NC1=O)Nc1ccc(C(=O)NCCc2ccc(F)cc2)cc1 (stereo unspecified),10.6%,-4.0%,4.2%,1.0%,-2.4%,
COc1cc(C)ccc1OCc1cc(C(=O)N(C)CCCN2CCOCC2)no1,0.1%,10.2%,-9.7%,-0.2%,8.4%,
CN(CCc1ccccc1)C(=O)c1cc(COc2cccc(C(F)(F)F)c2)on1,i,-3.2%,/,/,/,
Cc1cc(S(=O)(=O)N2CCCC2C(=O)N2CCOCC2)c(C)cc1Cl (stereo unspecified),0.5%,-1.3%,-1.8%,-1.0%,-0.7%,
CC1CN(S(=O)(=O)c2cccc(C(=O)Nc3ccccc3N3CCCC3)c2)CC(C)O1 (stereo unspecified),2.4%,6.3%,10.5%,27.9%,1.0%,
COc1cc(NC(=O)CN2CCCCCC2)cc(OC)c1,0.9%,-4.7%,2.5%,1.6%,3.9%,
Cc1cc(=O)oc(C)c1C(=O)NNC(=O)C1(C)CC1Br (stereo unspecified),0.8%,22.1%,-3.0%,7.8%,7.9%,
COc1ccccc1C(=O)NC(=S)Nc1cc(C(=O)O)ccc1C,6.7%,-2.1%,-0.6%,27.4%,7.1%,
COc1ccc(Cl)cc1NC(=S)NN1CCOCC1,i,-6.4%,-8.1%,-0.3%,-4.0%,
Cc1ccc(CN(C(=O)c2cc3ccccc3oc2=O)C2CCS(=O)(=O)C2)cc1 (stereo unspecified),3.6%,0.4%,-6.2%,18.1%,6.9%,
COc1ccccc1NC(=O)CN1CCN(Cc2ccccc2)CC1,4.7%,-0.6%,-8.7%,17.8%,-24.2%,
Cc1cccc(C(=O)NNC(=O)c2csc(N3CCOCC3)n2)c1C,1.7%,-9.0%,0.6%,-2.5%,1.1%,
CCn1nc(C(=O)N[C@@H](CCSC)c2nc3ccccc3[nH]2)c2ccccc2c1=O,7.7%,5.2%,-17.1%,17.4%,1.2%,
CSc1ccc(CN(C)C(=O)CSCC(=O)Nc2cc(C)on2)cc1,1.5%,30.7%,-13.5%,16.9%,-3.4%,
c1ccc(C2c3c(ccc4ccccc34)Oc3ncn4nc(-c5ccco5)nc4c32)cc1 (stereo unspecified),i,2.3%,4.9%,-10.9%,2.6%,
CCOc1ccc(NC(=O)CS(=O)CC(=O)NC2CCCc3ccccc32)cc1 (stereo unspecified),i,-1.4%,2.3%,-12.2%,-9.4%,
CC1=NNC(=O)C1CCC(=O)N/N=C\c1cccc(Cl)c1 (stereo unspecified),0.6%,-5.8%,2.1%,-4.6%,-3.5%,
CCOC(=O)c1ccc(NC(=O)COc2ccc(S(=O)(=O)NC(C)CC)cc2)cc1 (stereo unspecified),i,-5.9%,-20.5%,11.5%,45.4%,
C[C@H](NC(=O)c1nc[nH]c1C(=O)N(C)Cc1ccccc1)C(=O)OC(C)(C)C,0.7%,-7.1%,2.4%,25.0%,-6.2%,
COc1cccc(NC(=O)CN(C)C(=O)c2ccccn2)c1,2.4%,-10.5%,/,0.2%,-1.1%,
Cc1cc2c(cc1[N+](=O)[O-])NC(CNC(C)C)CC2 (stereo unspecified),1.1%,-0.8%,5.6%,5.3%,2.0%,
CCOC(=O)C1CCCN(C(=O)/C=C/c2ccc([N+](=O)[O-])cc2)C1 (stereo unspecified),0.7%,-1.6%,-2.1%,27.1%,6.7%,
COc1ccc2oc(C(=O)OCC(=O)N3CCCCC3C)c(C)c2c1 (stereo unspecified),1.8%,-2.5%,/,35.1%,-3.4%,
N=c1c(C(=O)NCc2ccco2)cc2c(=O)n3ccccc3nc2n1Cc1ccc(Cl)cc1,5.2%,-10.1%,2.7%,42.7%,?,
O=c1[nH]nc(-c2ccc([N+](=O)[O-])o2)c(=O)[nH]1,i,1.9%,/,/,/,
CCOC(=O)CN1C(=O)C2(OCCCO2)c2ccccc21,i,-6.5%,0.9%,10.8%,1.6%,
CCCCCCCCCCCCCCCC(=O)OC(CC(=O)O)C[N+](C)(C)C (stereo unspecified),5.6%,-0.1%,-17.5%,-4.1%,0.8%,
CCCn1nnc(NC(=S)NC(=O)Cc2ccccc2)n1,0.1%,-6.0%,10.0%,?,63.8%,
CN1C(=O)/C(=C/c2cc(C(C)(C)C)c(O)c(C(C)(C)C)c2)NC1=S,0.1%,2.6%,-8.1%,-16.5%,5.4%,
CNC(=O)Oc1ccc(N(C)C)cc1C(C)C,i,-1.0%,9.3%,1.6%,-3.3%,
CCC(CC)C(=O)c1c[nH]c(C(=O)NN)c1,1.9%,1.3%,9.1%,11.6%,0.9%,
CCSC(C)CC1C/C(=N/O)c2c(C)noc2C1 (stereo unspecified),1.0%,1.3%,-3.4%,-3.0%,-5.6%,
Cn1nc(-c2ccccc2)c2nc3ccccc3nc21,i,-71.1%,-132.7%,-1.5%,6.2%,
# The listing continues.
SMILES,inhibitors of VEEV,influenza NS1A,PhoP GFP inhibition,M. tuberculosis,H37Rv inhibition,others
CN1CCN(CCNC(=O)Nc2ccccc2C(F)(F)F)CC1,0.8%,-3.3%,-5.0%,3.3%,-1.0%,
Cc1cc(C)c2c(N)c(S(=O)(=O)Cc3ccccc3)sc2n1,9.8%,-17.1%,-6.5%,5.8%,-1.8%,
CCOC(=O)c1cnn(-c2nc(SC)nc3sc4c(c23)CCCC4)c1N,6.5%,5.5%,0.7%,30.1%,39.6%,
COc1cccc(S(=O)(=O)NCc2ccc(C(=O)Nc3ccc(Cl)cc3)cc2)c1,3.8%,-1.1%,-5.2%,-19.6%,15.7%,
CC1Cc2ccccc2N1C1=CC(=O)CC(C)(C)C1 (stereo unspecified),0.3%,-2.6%,-7.2%,-7.1%,8.9%,
O=C(CN1CCC(NC(=O)c2ccccc2F)CC1)NCc1ccc(F)cc1,i,3.1%,2.2%,51.6%,?,
Cc1ccc(C(=O)NC2CCN(C(=O)NCc3ccccc3)CC2)cc1,1.8%,8.9%,-0.4%,-9.3%,-15.4%,
COC(=O)[C@H]1C[C@H]2[C@@H]3CC[C@H]4C[C@@H](OC)CC[C@]4(C)[C@H]3CC[C@]2(C)[C@@]2(CCCO2)O1,i,-6.8%,/,/,/,
CN(CC(=O)Nc1ccccc1Cl)C(=O)c1cc(-c2cccs2)nn1-c1ccccc1,12.6%,-2.4%,-0.3%,-5.0%,-1.4%,

# Structural class: the compounds so far with a Cl atom.
SMILES,inhibitors of VEEV,influenza NS1A,PhoP GFP inhibition,M. tuberculosis,H37Rv inhibition,others
COC(=O)/C(NC(C)=O)=C(\C)c1ccc(Cl)cc1,0.3%,-3.1%,3.7%,-7.2%,-2.4%,
O=C1COc2ccc(C(=O)CSc3nc4ccccc4c(=O)n3-c3ccc(Cl)c(Cl)c3)cc2N1,2.5%,-4.4%,-8.4%,5.4%,?,
CC1(c2nnc(Cc3ccccc3)o2)CC(c2ccc(Cl)cc2)=NO1 (stereo unspecified),i,6.5%,-0.6%,11.7%,-1.8%,
O=C(CN1CCOCC1)Nc1nc2ccc(Cl)cc2s1,i,1.0%,-4.7%,6.6%,1.1%,
COc1ccccc1C(=O)NC(=O)COC(=O)C1(C)CC1(Cl)Cl (stereo unspecified),0.2%,-4.8%,1.2%,-7.8%,-12.8%,
O=C(C1CCN(S(=O)(=O)c2c(Cl)cccc2Cl)CC1)N1CCCC1,1.3%,1.3%,/,-11.9%,5.8%,
Cc1cc(S(=O)(=O)N2CCCC2C(=O)N2CCOCC2)c(C)cc1Cl (stereo unspecified),0.5%,-1.3%,-1.8%,-1.0%,-0.7%,
COc1ccc(Cl)cc1NC(=S)NN1CCOCC1,i,-6.4%,-8.1%,-0.3%,-4.0%,
CC1=NNC(=O)C1CCC(=O)N/N=C\c1cccc(Cl)c1 (stereo unspecified),0.6%,-5.8%,2.1%,-4.6%,-3.5%,
N=c1c(C(=O)NCc2ccco2)cc2c(=O)n3ccccc3nc2n1Cc1ccc(Cl)cc1,5.2%,-10.1%,2.7%,42.7%,?,
COc1cccc(S(=O)(=O)NCc2ccc(C(=O)Nc3ccc(Cl)cc3)cc2)c1,3.8%,-1.1%,-5.2%,-19.6%,15.7%,
CN(CC(=O)Nc1ccccc1Cl)C(=O)c1cc(-c2cccs2)nn1-c1ccccc1,12.6%,-2.4%,-0.3%,-5.0%,-1.4%,

# Outcome played no part in choosing rows; any-hit rate near 1.5%.
